High-throughput results (PubChem BioAssay)
cardiac RTF act: cardiac RTF calcium sensitization; activation, % at 7.2 µM; 340,000 tested, 0.24% active; IANBD-labeled TnC RTF fluorescence at EC20 calcium; 0% EC20 calcium, 100% full calcium; P19429+P45379;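 active means activation above the mean over all tested compounds plus 3 SD, cut at about 30% in these data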;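 further: rise in fluorescence read as greater calcium sensitivity of cardiac thin filaments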
CAL PDZ FP-1: blocks peptide binding to human CAL PDZ domain | purified CAL PDZ, TMR-peptide fluorescence polarization, 1 h | Q9HD26 | 330,000 tested, 0.02% active | inhibition, % at 20 µM | AID 504414;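 active means highest replicate inhibition of at least 40%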;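 further: plate controls were DMSO neutral control wells for no effect and unlabeled competitor peptide control wells for full effect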
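Test system: tagged CAL PDZ domain / Buffer or medium: sodium phosphate/NaCl buffer pH 7.4 with TCEP, IgG, Thesit / Reagent: TMR-labelled reporter peptide T*-PRC34 bound in PDZ groove / Compound dosing: single point, 20 µM / Schedule: 1 h incubation at room temperature before polarization reading / Technique: fluorescence polarization (mP) / Benchmarks: unlabelled peptide, DMSO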
Rtt109 HAT inh: C. albicans Rtt109 histone acetyltransferase inhibition | inhibition, % at 34.9 µM | 330,000 tested, 0.16% active | Q5AAJ8 | purified Rtt109/Vps75, ThioGlo CoA-SH fluorescence, 4 h | AID 540336;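 active means inhibition of at least 50% in every replicate; inconclusive means best replicate reaches 50% inhibition but some replicates fall short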
Target sequence (Q5AAJ8 whole entry, looked up): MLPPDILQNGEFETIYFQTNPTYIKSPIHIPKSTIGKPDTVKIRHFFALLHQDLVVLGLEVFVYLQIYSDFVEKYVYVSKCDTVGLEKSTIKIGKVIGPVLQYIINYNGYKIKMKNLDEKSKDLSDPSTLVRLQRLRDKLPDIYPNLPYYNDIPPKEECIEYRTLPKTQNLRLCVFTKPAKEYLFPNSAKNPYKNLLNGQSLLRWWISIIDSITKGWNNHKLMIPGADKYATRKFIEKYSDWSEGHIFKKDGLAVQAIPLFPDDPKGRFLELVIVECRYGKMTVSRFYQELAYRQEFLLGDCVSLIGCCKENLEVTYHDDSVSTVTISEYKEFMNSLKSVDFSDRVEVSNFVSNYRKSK
CDK5 inh: inhibitors of human CDK5/p35 kinase; Q00535+Q15078; Recombinant CDK5/p35, ADP-Glo luminescence, 60 min; inhibition, % at 10 µM; 330,000 tested, 0.01% active; AID 488839;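 active means highest replicate inhibition of at least 50% and at least 75% of replicates reaching 50%; inconclusive means only one of the two criteria met; inactive means both criteria failed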;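 further: plate controls were DMSO neutral control for no effect and GW8510 at 10 µM for full effect; many of its hits are not listed in these tables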
Target sequence (Q00535 whole entry, looked up): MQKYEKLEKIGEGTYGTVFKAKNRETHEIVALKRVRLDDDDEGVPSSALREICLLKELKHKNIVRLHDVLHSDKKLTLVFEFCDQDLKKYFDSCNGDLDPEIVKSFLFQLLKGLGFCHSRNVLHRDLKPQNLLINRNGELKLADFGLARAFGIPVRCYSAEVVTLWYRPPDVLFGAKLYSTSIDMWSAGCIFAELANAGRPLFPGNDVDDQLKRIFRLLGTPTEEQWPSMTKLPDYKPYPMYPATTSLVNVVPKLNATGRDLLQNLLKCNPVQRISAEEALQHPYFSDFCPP
Target sequence (Q15078 whole entry, looked up): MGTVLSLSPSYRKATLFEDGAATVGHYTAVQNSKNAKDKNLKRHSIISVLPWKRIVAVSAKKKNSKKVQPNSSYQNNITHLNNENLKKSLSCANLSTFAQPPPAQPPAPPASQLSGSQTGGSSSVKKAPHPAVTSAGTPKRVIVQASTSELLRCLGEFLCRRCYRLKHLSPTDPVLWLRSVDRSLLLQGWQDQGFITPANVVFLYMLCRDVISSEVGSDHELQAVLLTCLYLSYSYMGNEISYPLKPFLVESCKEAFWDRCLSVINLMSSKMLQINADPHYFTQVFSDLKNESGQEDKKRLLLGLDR
Tat transport: E. coli Tat transport inhibition. E. coli MC4100 TorA-mCherry Tat export, fluorescence. inhibition, % at 10 µM. 340,000 tested, 0.036% active. AID 488895;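 active means mean replicate inhibition at least 50% and at least half of replicates individually reaching 50%; inconclusive means only one of the two criteria met; inactive means neither criterion met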;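 further: exported cargo escapes ClpAP degradation while cytoplasmic cargo is degraded and loses fluorescence; 0% = median of neutral control wells and 100% = median of NaSCN control wells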
Wnt act: activators of Wnt/beta-catenin signaling. 300,000 tested, 1.2% active. Wnt/beta-catenin reporter cell assay, activator, plate reader. activation, % at 9.35 µM; in the data active means activation above about 30%, passing the limit was not always enough; inconclusive means no clear call, values can overlap the other calls;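 further: 0% = neutral control wells and 100% = positive control wells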
dFosB act: activators of mouse delta FosB homodimer; 340,000 tested, 0.99% active; activation, % at 25 µM; P13346; purified delta FosB, TAMRA-CDK5 oligo fluorescence polarization; percent of positive-control signal above neutral wells;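 active means mean activation above about 17%, with every replicate also reaching it, limit read from the data, passing the limit was not always enough; inconclusive means only one of the two conditions met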;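 further: fluorescence polarization rise as delta FosB binds a TAMRA Cdk5 AP-1 oligo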
MITF TRPM1 HTS: activators of MITF-driven TRPM1 promoter activity in SK-MEL-5 cells. SK-MEL-5 TRPM1-promoter luciferase, 24 h; % of positive control, neutral wells = 0. activation, % at 12.5 µM. 300,000 tested, 0.75% active. AID 588334;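 active means mean activation of at least 80% with every replicate also reaching 80%; inconclusive means mean reaches 80% but some replicate falls short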;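 further: 0% = neutral control wells and 100% = parthenolide positive control wells; values of inactives mirror those of a sister screen read the other way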
CAL PDZ FP-2: blocks peptide binding to the human CAL PDZ domain; purified CAL PDZ, TMR-peptide fluorescence polarization, 1 h; AID 602252; Q9HD26; 300,000 tested, 0.92% active; inhibition, % at 24.9 µM;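 active means mean inhibition of at least 30% with at least half of replicates also reaching 30%; inconclusive means no clear call, values can overlap the other calls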;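 further: 0% = DMSO neutral control and 100% = excess unlabeled competitor peptide PRC23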
V-ATPase pHluor: regulators of yeast V-ATPase proton transport | 350,000 tested, 0.37% active | response, % at 10 µM | S. cerevisiae, pHLuorin cytosolic pH fluorescence; in the data active means response mostly above about 7.3%, no sharp cut-off; inactive means mostly below about 5.4%; further: actives read high; inactives centre near 0; some compounds called inactive have numbers as strong as hits
Active calls of the source: *; ? = inconclusive; . = no result given. Compounds as they come (roughly 4.1% active in at least one column).

No.	SMILES	cardiac RTF act	CAL PDZ FP-1	Rtt109 HAT inh	CDK5 inh	Tat transport	Wnt act	dFosB act	MITF TRPM1 HTS	CAL PDZ FP-2	V-ATPase pHluor
1	O=C(CCSc1nnc2scc(-c3ccccc3)n12)NCc1ccc2c(c1)OCO2	-2	-2.1	-4	0.6	5	.	6	3	.	-1
2	COc1ccc(S(=O)(=O)N(C)C)cc1NC(=O)Cc1c[nH]c2ccccc12	-2	-1.5	.	0.4	-6	0	-7	-7	-7	1
3	CNCCOc1ccccc1C(C)(C)C	0	-0.7	3	0.5	9	.	2	.	-4	0
4	CCCCc1nnc(NC(=O)CCS(=O)(=O)c2ccc(Cl)cc2)s1	2	-0.8	7	-0.8	-13	-1	24*	4	0	-2
5	O=C(Nc1ccc2c(c1)C(=O)N(CC1CCCO1)C2=O)c1ccc(Cl)c(Cl)c1 (stereo not given)	0	-0.4	6	-0.6	6	.	-3	17	.	1
6	COc1ccccc1C(CC(=O)O)NS(=O)(=O)c1ccc2c(c1)N(C(C)=O)CC(C)O2 (stereo not given)	4	-0.6	-13	2.8	-6	1	-13	6	-5	5
7	CCC(C)(C)C1CCc2[nH]nc(C(=O)NN)c2C1 (stereo not given)	-3	-0.6	-1	2.2	3	-5	-2	.	.	-1
8	O=C(O)c1cccc(NC(=S)N/N=C/c2ccccc2OCc2ccc(Br)cc2)c1	-3	-1.6	?	-0.6	5	-3	-16	38	2	0
9	COc1ccc2oc(C(=O)NN3C(C)CCCC3C)c(C)c2c1 (stereo not given)	2	-0.8	-5	-0.8	3	1	-10	2	1	0
10	CC(C)C(=O)N1CCN(c2ccccc2NC(=O)c2cccc(Cl)c2)CC1	-1	-1.4	6	0.6	-9	-2	-5	-8	0	0
11	COC(=O)c1cc(-c2cccc(OC)c2)on1	4	-4.2	-13	-3.1	-10	.	3	-7	-5	1
12	Cn1c(SCC(=O)NCc2ccco2)nc2ccccc2c1=O	7	.	-8	-0.5	-3	-7	3	.	-3	-5
13	CCN(CC)CCCNc1ccc(-c2nnc(-c3ccc(OCC(C)C)cc3)o2)cn1	4	-5.5	22	0.0	11	-1	-2	-75	-1	4
14	CC(=O)Nc1sc2c(c1C(=O)N1CCOCC1)CCCCC2	-1	-1.6	-1	-2.4	-5	-3	-4	-2	-1	1
15	CCOC(=O)N1CCN(CC(=O)Nc2cc3c(cc2C(C)=O)OCO3)CC1	5	-0.4	2	1.0	1	0	3	-2	1	0

Next records
No.	SMILES	cardiac RTF act	CAL PDZ FP-1	Rtt109 HAT inh	CDK5 inh	Tat transport	Wnt act	dFosB act	MITF TRPM1 HTS	CAL PDZ FP-2	V-ATPase pHluor
16	COc1ccc(C2C(C(=O)Nc3cccnc3)=C(C)Nc3nc(-c4cccs4)nn32)cc1 (stereo not given)	14	-1.2	-3	1.8	0	-2	-6	-2	-2	5
17	Nc1c(C(=O)CCC(=O)O)oc2ccc(Cl)cc12	-3	-0.3	10	0.7	-1	-3	-1	.	0	-1
18	CC(C)c1ccc(Nc2nc(Cl)nc(Cl)n2)cc1	-3	-0.5	?	-2.3	-17	0	1	.	-15	4
19	O=C1C2C3CCCC3=C3CCCC3C2C(=O)N1c1ccccc1 (stereo not given)	4	-0.7	-3	0.7	-7	.	-3	-13	-2	-1
20	CN1CCN(C(=O)CCN2C(=O)/C(=C\c3ccc(Cl)cc3)SC2=S)CC1	1	-0.2	10	-0.9	-1	.	-12	7	-1	1
21	Cc1ccc(S(=O)(=O)N(C)c2c(C)ccc(S(=O)(=O)N3CCN(C)CC3)c2C)cc1	3	0.1	0	0.2	-2	-1	-7	-12	1	0
22	O=C(CN1C(=O)CSC1=O)N1CCCCC1	-6	.	2	-0.4	0	.	-4	13	2	3
23	O=C(Nc1ccc2c(c1)OCO2)Nc1ccccn1	-1	-0.1	7	0.3	4	55*	-4	62	-2	1
24	CCOc1ccc(CCN2C(=O)C(=O)N([C@@H](Cc3ccc(O)cc3)CN3CCC[C@@H]3CN3C(=O)C(=O)NC[C@@H]3Cc3ccccc3)C[C@@H]2Cc2ccccc2)cc1	-6	-1.7	7	1.2	8	-3	-8	0	-7	4
25	COc1cccc(C(C)N(C)Cc2nc(-c3ccoc3)oc2C)c1 (stereo not given)	0	-1.0	-4	3.8	1	.	2	-4	4	-2
26	O=C(Cc1n[nH]c(=O)[nH]c1=O)N/N=C/c1cccc(Cl)c1	0	-1.6	26	0.1	6	-1	-1	8	.	4
27	CCOC(=O)C(Cc1ccccc1)C(=O)NCc1cccnc1 (stereo not given)	-2	-1.5	0	0.8	-1	1	-3	.	-5	1
28	Cc1ccc(S(=O)(=O)CCC(=O)Nc2nnc(-c3ccco3)o2)cc1	6	-2.2	6	-0.5	-3	-1	-1	-2	1	-5
29	COc1ccc(C(=O)NCC(=O)OCc2csc(-c3ccccc3)n2)cc1	-8	-2.5	-5	-1.1	5	2	-3	13	-4	0
30	Cc1cccc(C)c1NC(=O)c1sccc1SCc1cccc(C(F)(F)F)c1	-8	-0.2	-1	3.4	6	-2	-1	-1	-1	6

(list continues)
No.	SMILES	cardiac RTF act	CAL PDZ FP-1	Rtt109 HAT inh	CDK5 inh	Tat transport	Wnt act	dFosB act	MITF TRPM1 HTS	CAL PDZ FP-2	V-ATPase pHluor
31	CCOc1cc(/C=C2/C(=N)N3OC(C)=CC3=NC2=O)ccc1OC	-2	-1.4	1	-0.6	-5	39*	-6	-3	-4	-4
32	COc1ccc(C)cc1NC(=O)Nc1ccccc1	-2	3.1	12	-0.1	-11	1	6	3	-3	0
33	CC1=C(C(=O)OCc2ccccc2)C(c2ccccc2[N+](=O)[O-])NC(=O)N1C (stereo not given)	1	-0.5	2	-2.0	-1	-3	-13	.	3	0
34	COCCNCc1ccc(Cl)cc1Cl	10	-0.7	.	-2.9	-6	.	-3	18	-8	-2
35	CC1(C)Cc2nc3[nH]c(=S)n(-c4ccccc4)c(=O)c3cc2CO1	10	-2.3	-9	-1.3	-3	.	2	10	.	-3
36	CCOC(=O)c1ccc(N2C(=O)c3n[nH]c(C)c3C2c2ccc(OC)cc2)cc1 (stereo not given)	-2	-2.0	77*	-1.0	4	.	-14	-9	-8	3
37	N/C(=N\OC(=O)Oc1ccccc1)c1ccc([N+](=O)[O-])cc1	1	-1.8	-1	-0.4	-2	.	-10	0	-1	1
38	COc1ccccc1OCCN(C#N)c1nc(N(C)C)nc(N(C)C)n1	9	-0.9	-6	-1.4	15	-1	-4	15	1	5
39	CSc1nc2c(c(=O)n1C)SC(C)C2 (stereo not given)	-4	-0.1	-11	-2.1	-4	-4	-6	.	-5	-3
40	O=C1c2ccccc2-c2cccc(NS(=O)(=O)c3ccc(C(F)(F)F)cc3)c21	2	0.7	-5	0.3	-4	-3	-2	-12	1	-1
41	Cc1onc(-c2ccccc2Cl)c1C(=O)NC(=S)NCc1cccnc1	-8	-1.5	.	-0.3	4	-5	-6	7	1	.
42	Cc1ccc(OCC(=O)Nc2ccccc2C(=O)N2CCCC2)cc1	2	-2.0	10	0.3	-7	1	-14	-10	-1	2
43	OC[C@H]1OC(Nc2ccc(N=Nc3ccccc3)cc2)[C@@H](O)[C@@H](O)[C@@H]1O (stereo not given in full)	-4	-0.3	5	-3.2	15	16	-3	.	.	-3
44	O=C(CN1CCN(S(=O)(=O)c2ccccc2)CC1)Nc1ccccc1C(=O)NC1CC1	-1	-2.3	7	-2.2	2	-2	0	17	-35	-1
45	COc1ccc([N+](=O)[O-])cc1N/C(=N/S(=O)(=O)c1ccccc1)c1ccccc1	11	-1.7	14	-0.5	2	-4	-7	-10	-3	0

Reformatted field by field: 4 of the compounds above.
40) O=C1c2ccccc2-c2cccc(NS(=O)(=O)c3ccc(C(F)(F)F)cc3)c21
  cardiac RTF act: 2
  CAL PDZ FP-1: 0.7
  Rtt109 HAT inh: -5
  CDK5 inh: 0.3
  Tat transport: -4
  Wnt act: -3
  dFosB act: -2
  MITF TRPM1 HTS: -12
  CAL PDZ FP-2: 1
  V-ATPase pHluor: -1
41) Cc1onc(-c2ccccc2Cl)c1C(=O)NC(=S)NCc1cccnc1
  cardiac RTF act: -8
  CAL PDZ FP-1: -1.5
  Rtt109 HAT inh: .
  CDK5 inh: -0.3
  Tat transport: 4
  Wnt act: -5
  dFosB act: -6
  MITF TRPM1 HTS: 7
  CAL PDZ FP-2: 1
  V-ATPase pHluor: .
42) Cc1ccc(OCC(=O)Nc2ccccc2C(=O)N2CCCC2)cc1
  cardiac RTF act: 2
  CAL PDZ FP-1: -2.0
  Rtt109 HAT inh: 10
  CDK5 inh: 0.3
  Tat transport: -7
  Wnt act: 1
  dFosB act: -14
  MITF TRPM1 HTS: -10
  CAL PDZ FP-2: -1
  V-ATPase pHluor: 2
43) OC[C@H]1OC(Nc2ccc(N=Nc3ccccc3)cc2)[C@@H](O)[C@@H](O)[C@@H]1O (stereo not given in full)
  cardiac RTF act: -4
  CAL PDZ FP-1: -0.3
  Rtt109 HAT inh: 5
  CDK5 inh: -3.2
  Tat transport: 15
  Wnt act: 16
  dFosB act: -3
  MITF TRPM1 HTS: .
  CAL PDZ FP-2: .
  V-ATPase pHluor: -3

(more compounds)
No.	SMILES	cardiac RTF act	CAL PDZ FP-1	Rtt109 HAT inh	CDK5 inh	Tat transport	Wnt act	dFosB act	MITF TRPM1 HTS	CAL PDZ FP-2	V-ATPase pHluor
46	CCN(CC)S(=O)(=O)c1ccc2oc(C(=O)O)c(C)c2c1	-1	-0.3	-1	0.3	-16	.	1	-2	-2	1
47	CN(c1ccccc1)S(=O)(=O)c1ccc2[nH]c(=O)oc2c1	-4	-1.6	-9	-1.3	-7	-2	-7	-3	.	-2
48	COc1ccc(CNC(=O)c2ccc(NC(=O)CC3SC(N4CCCC4)=NC3=O)cc2)cc1 (stereo not given)	1	-0.5	-3	-0.8	13	.	-4	.	-8	0
49	CNC(=O)c1oc(-c2ccccc2)nc1C	1	0.4	7	0.2	-3	0	-6	-2	.	1
50	O=C(C[C@H]1C/C=C\C[C@H](Cc2ccc(F)cc2)C(=O)OCCNC1=O)NCCO	1	-0.7	-4	1.2	2	-3	3	-2	-4	-4
51	COc1cc(/C=C2/C(=N)N3C(=NC2=O)SN=C3S(C)(=O)=O)ccc1OC(=O)c1ccco1	1	-2.8	7	.	-5	0	-9	3	-8	1
52	NC(=O)[C@@H]1CC2(CC(c3cccc(NC(=O)CC(c4ccccc4)c4ccccc4)c3)=NO2)CN1C(=O)COc1ccc(Cl)cc1 (stereo not given in full)	-6	-1.1	-4	-2.2	7	-9	-3	-4	0	-1
